Compound activity as filed in PubChem.
KCNH2 3.1 block = inhibitors of human KCNH2 3.1 potassium channel isoform. U2OS KCNH2 3.1, thallium flux FluxOr; stronger effect = lower value. activity change, % (tested at about 1.8 µM). actives 0.95% (n = 340,000);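 active = maximum activity change below -70%; inconclusive = maximum activity change from -70% to -50%; inactive = maximum activity change above -50%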;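 also: thallium influx rate constant from kinetic fluorescence after stimulation buffer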
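Measured as rate of thallium-driven FluxOr signal in transduced U2OS cells carrying the 3.1 channel, read kinetically for 2 min upon stimulation; values are rate constants scaled to DMSO control wells.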
KCNH2 WT inh = blocks the wildtype human KCNH2 potassium channel | Q12809 | U2OS, BacMam KCNH2, thallium flux FluxOr; stronger effect = lower value | activity change, % at 1.84 µM | actives 0.37% (n = 340,000) | AID 720551;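 active = maximum activity change below -70%; inconclusive = maximum activity change between -70% and -50%; inactive = maximum activity change above -50%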
Target sequence (Q12809 whole entry, looked up): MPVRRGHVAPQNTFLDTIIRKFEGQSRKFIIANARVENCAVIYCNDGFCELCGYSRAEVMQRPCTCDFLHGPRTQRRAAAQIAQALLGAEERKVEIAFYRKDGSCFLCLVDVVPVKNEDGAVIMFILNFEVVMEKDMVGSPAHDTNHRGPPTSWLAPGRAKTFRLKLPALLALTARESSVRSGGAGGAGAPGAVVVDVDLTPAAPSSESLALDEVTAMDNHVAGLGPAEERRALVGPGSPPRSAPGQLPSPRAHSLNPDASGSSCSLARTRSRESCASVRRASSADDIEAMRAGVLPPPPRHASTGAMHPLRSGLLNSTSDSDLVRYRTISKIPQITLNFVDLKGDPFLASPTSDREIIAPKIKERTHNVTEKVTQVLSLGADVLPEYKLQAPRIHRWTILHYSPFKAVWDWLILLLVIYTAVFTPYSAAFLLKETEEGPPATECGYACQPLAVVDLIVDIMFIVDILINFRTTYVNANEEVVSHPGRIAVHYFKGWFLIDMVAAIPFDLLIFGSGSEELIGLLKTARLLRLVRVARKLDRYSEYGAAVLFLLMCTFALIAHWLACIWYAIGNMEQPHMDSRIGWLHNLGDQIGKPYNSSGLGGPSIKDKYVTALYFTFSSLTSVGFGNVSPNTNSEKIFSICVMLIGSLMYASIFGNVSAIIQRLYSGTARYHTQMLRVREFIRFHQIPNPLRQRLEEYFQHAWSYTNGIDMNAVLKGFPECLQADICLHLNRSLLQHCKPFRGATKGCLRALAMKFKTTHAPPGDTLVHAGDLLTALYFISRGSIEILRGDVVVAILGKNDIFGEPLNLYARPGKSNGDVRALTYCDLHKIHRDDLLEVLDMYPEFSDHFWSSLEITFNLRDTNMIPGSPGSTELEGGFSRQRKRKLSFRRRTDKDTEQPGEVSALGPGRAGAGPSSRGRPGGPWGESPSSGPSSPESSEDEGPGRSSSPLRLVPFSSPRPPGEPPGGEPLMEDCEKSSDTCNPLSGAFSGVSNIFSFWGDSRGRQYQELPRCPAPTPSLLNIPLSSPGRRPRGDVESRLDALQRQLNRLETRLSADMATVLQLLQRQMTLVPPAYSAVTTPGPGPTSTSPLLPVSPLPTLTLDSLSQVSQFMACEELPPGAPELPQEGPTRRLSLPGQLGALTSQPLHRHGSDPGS
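U2OS cells were transduced with wild-type KCNH2 virus (2.03 x 10^8 / mL) for 4 h at room temperature, then cultured overnight at 37 C. Thallium flux was read with FluxOr dye. Rate constants were normalized to DMSO controls.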
* marks the source's active call; other numbers are inactive results; ? = inconclusive. % is scaled to controls: 0 for no effect and ±100 for the full control effect. The list is partial; rates above refer to the full screens.

Fields: KCNH2 3.1 block	KCNH2 WT inh
> Cc1ccc([C@H]2C[C@H](O)[C@@H](n3cc(COC(=O)c4ccccc4)nn3)CN2Cc2cccs2)cc1
    11	-17
> O=S(=O)(NN=C1CCCCCCC1)c1ccccc1
    7	-13
> CCc1csc(CNC(=O)C2CCC(=O)N(Cc3cccc(OC)c3)C2)n1 (stereo not drawn)
    6	3
> O=C(CCl)N1c2ccccc2Sc2ccc3ccccc3c21
    13	-18
> O=[N+]([O-])c1ccc(S(=O)(=O)NCC(c2ccc3c(c2)OCO3)N2CCOCC2)cc1 (stereo not drawn)
    -1	-3
> C[C@@H]1CN([C@@H](C)CO)S(=O)(=O)c2ccc(Br)cc2O[C@H]1CN(C)C(=O)Nc1ccc(C(F)(F)F)cc1
    -13	7
> CC1CCCCC1NC(=O)CSc1ncnc2sccc12 (stereo not drawn)
    8	5
> NC(=O)N1CCN(CCCN2c3ccccc3Sc3cc(Cl)ccc32)CC1
    -18	9
> CC1CCC(NC(=O)c2ccc(Br)o2)CC1 (stereo not drawn)
    3	-4
> Cc1nc(SCC(=O)N2CCNC2=O)c(C#N)c(C)c1C
    0	8
> CC(C)COC(=O)N(C)C[C@@H]1OCc2cnnn2CCCC(=O)N([C@H](C)CO)C[C@@H]1C
    -11	-9
> O=[N+]([O-])c1ccc2c([N+](=O)[O-])ccc3c2c1CC3
    -2	0
> O=c1[nH]c2cc(Cl)cc([N+](=O)[O-])c2c2ccc(Cl)cc12
    1	-4
> CC(OC(=O)c1cccnc1Cl)C(=O)NC1CCCCC1 (stereo not drawn)
    22	10
> C[C@@H]1CN([C@@H](C)CO)S(=O)(=O)c2ccc(Br)cc2O[C@H]1CN(C)C(=O)C1CCC1
    -29	-7
> CCCCc1c(O)nc(SCC(=O)Nc2ccc(OC)cc2)n(-c2ccc(C)c(C)c2)c1=O
    17	11
> COc1ccc(S(=O)(=O)N2CCN(C(=O)c3ccc(COc4ccccc4)o3)CC2)cc1
    16	17
> Cc1ccc(C(=O)COC(=O)CN2C(=O)C3CC=CCC3C2=O)cc1C (stereo not drawn)
    5	-6
> Cc1nn(-c2ccccc2)c(C)c1C(=O)OCC(=O)Nc1ccc(C(N)=O)cc1
    -7	4
> O=C(NCc1cccnc1)C(=O)NCC1OCCCN1S(=O)(=O)c1cc(F)ccc1F (stereo not drawn)
    -1	-11

Another view of six compounds above.
| SMILES | KCNH2 3.1 block | KCNH2 WT inh |
| --- | --- | --- |
| O=[N+]([O-])c1ccc2c([N+](=O)[O-])ccc3c2c1CC3 | -2 | 0 |
| O=c1[nH]c2cc(Cl)cc([N+](=O)[O-])c2c2ccc(Cl)cc12 | 1 | -4 |
| CC(OC(=O)c1cccnc1Cl)C(=O)NC1CCCCC1 (stereo not drawn) | 22 | 10 |
| C[C@@H]1CN([C@@H](C)CO)S(=O)(=O)c2ccc(Br)cc2O[C@H]1CN(C)C(=O)C1CCC1 | -29 | -7 |
| CCCCc1c(O)nc(SCC(=O)Nc2ccc(OC)cc2)n(-c2ccc(C)c(C)c2)c1=O | 17 | 11 |
| COc1ccc(S(=O)(=O)N2CCN(C(=O)c3ccc(COc4ccccc4)o3)CC2)cc1 | 16 | 17 |

Next part
Fields: KCNH2 3.1 block	KCNH2 WT inh
> O=C(COC(=O)c1cccc(S(=O)(=O)N2CCCC2)c1)Nc1ccc(Cl)cc1
    7	7
> COCCCN1C(=O)C(CC(=O)NCC2CCCCC2)CC(C(=O)N(C)C)=C1C (stereo not drawn)
    -2	2
> COc1cccc(OCc2cc(C(=O)N(C)C3CCCCC3)no2)c1
    -7	6
> Cc1csc(=O)n1CCC(=O)OCC(=O)Nc1ccc(N2CCOCC2)cc1
    26	-7
> O=C(CCc1c[nH]c2ccccc12)N1CCN(S(=O)(=O)c2ccc([N+](=O)[O-])cc2)CC1
    -2	3
> Cn1c(=NC(=O)CS(=O)(=O)c2ccccc2)sc2cc(F)ccc21
    1	-1
> Cc1ccc([C@H]2C[C@H](n3cc(-c4ccc(F)cc4)nn3)[C@@H](O)CN2C(=O)c2cccs2)cc1
    21	-12
> c1ccc(Cn2ccnc2C2OCCO2)cc1
    0	3
> C[C@@H]1CCCCO[C@@H](CN(C)Cc2ccccc2)[C@@H](C)CN([C@H](C)CO)C(=O)c2cc(N(C)C)ccc2O1
    -22	-5
> CC1=C(C(=O)N(C)C)CC(CC(=O)NCCc2ccccn2)C(=O)N1CCCN1CCCC1=O (stereo not drawn)
    3	-3
> O=C(COC(=O)Cc1c[nH]c2ccccc12)Nc1cccc(Br)c1
    ?	4
> CC1=C(C(=O)N(C)C)CC(CC(=O)NC(c2ccccc2)c2ccccc2)C(=O)N1Cc1ccccc1 (stereo not drawn)
    -13	16
> OCCN1CCN(CCCN2c3ccccc3CCc3ccccc32)CC1
    9	3
> CCC(=O)c1ccc(OCC(=O)OCc2csc(CC(=O)Nc3ccccc3C)n2)cc1
    -15	-6
> C[C@@H]1CN([C@H](C)CO)C(=O)c2cc(Br)cnc2O[C@H]1CN(C)C(=O)Cc1ccncc1
    -9	-10
> Cn1nnc2cc(NC(=O)Nc3ccccc3F)ccc21
    -2	-6
> CC1C(=O)N(Cc2cn(Cc3ccco3)nn2)CCS(=O)(=O)N1Cc1ccc(-c2cccc(N(C)C)c2)cc1 (stereo not drawn)
    5	8
> COc1ccc([C@H]2C[C@@H](O)[C@H](n3cc(COC(=O)c4ccccc4)nn3)CN2C(=O)c2cccs2)cc1
    -9	-9
> Cc1ccc(S(=O)(=O)N2CCCOC2CNC(=O)C(=O)NCCc2ccco2)cc1 (stereo not drawn)
    7	3
> Cc1ccc(OCC(=O)N2CCc3ccccc3C2)cc1C
    12	-18
> C#CCN(C[C@@H]1[C@@H](OC(=O)NCc2ccccc2F)[C@@H](OC(=O)NCc2ccccc2F)Cn2c(=O)ccc(=O)n21)S(=O)(=O)c1ccc(C)cc1
    -9	1
> C[C@H]1CN([C@@H](C)CO)C(=O)CCCn2nncc2CO[C@@H]1CN(C)Cc1ccc(C(=O)O)cc1
    10	-4
> Cc1cccc(NC(=O)C(C)OC(=O)CNC(=O)C2CCCCC2)c1 (stereo not drawn)
    7	-144*
> COc1cc(C)ccc1OCc1cc(C(=O)NC2CCOCC2)no1
    -2	-9
> Cc1ccc(C(=O)NCC(=O)OCCCn2c(=O)[nH]c3ccccc32)cc1C
    3	-3
> COc1cc(C(=O)NCCNc2nc3c(C)cccc3cc2C#N)cc(OC)c1OC
    5	1
> Cn1c(=O)oc2cc(S(=O)(=O)Nc3ccc(C(=O)O)cc3)ccc21
    10	-12
> CC(=O)N1CCN(S(=O)(=O)c2cccc(C(=O)OCC(=O)NCc3ccccc3Cl)c2)CC1
    -2	3
> Cc1cccc(NC(=O)c2ncn3c2C(=O)N(C)CC3)c1
    -83*	3
> CC(C)n1c(=O)nc(-c2ccccc2)c2cc3c(cc21)OCO3
    11	-1
> Cc1cn([C@H]2C[C@H](O)[C@@H](CNCc3cc(Cl)ccc3OCc3ccc(Cl)cc3)O2)c(=O)[nH]c1=O
    -7	-3
> CC1CN(C(=O)COC(=O)/C=C/c2ccccc2)CC(C)O1 (stereo not drawn)
    19	-5
> COCCn1c(SCC(=O)Nc2ccc(F)cc2F)nc2c(c1=O)SCC2
    -5	-3
> COc1ccc(C(=O)N2CCCC(CO)C2)cc1OC1CCN(C(C)C)CC1 (stereo not drawn)
    11	0
> C#Cc1cc(N2CCN(C(=O)c3ccoc3)CC2)n2nc(-c3cccc(Cl)c3)cc2n1
    2	16
> CCCC1NC(=O)c2cccnc2-n2c1nc1ccc(Cl)cc1c2=O (stereo not drawn)
    16	-10
> CCn1c(SCC(=O)NC2CCCC2)nc2c(c1=O)SCC2
    -1	10
> C[C@@H]1CN([C@@H](C)CO)C(=O)CCCn2nncc2CO[C@@H]1CN(C)C(=O)Nc1ccc(N2CCCCC2)cc1
    28	-7
> Cc1cc(S(=O)(=O)Nc2ccc(C(=O)NCCN3CCOCC3)cc2)ccc1F
    0	-5
> Cc1cccc(C(=O)Nc2ccc(NC(=O)c3cccc(C)c3)cc2)c1
    -4	-30
> C[C@H](NC(=O)c1[nH]cnc1C(=O)N[C@@H](C)CO)c1ccccc1
    10	8
> ClCCn1c(CCl)nc2ccc(Cl)cc21
    13	-2
> COc1ccc(NC(=O)CSc2nc3ccsc3c(=O)n2CCC(=O)O)cc1
    0	-7
> COC(=O)c1cccc2c1C(=O)c1cc([N+](=O)[O-])ccc1-2
    10	-12
> Nc1ccn([C@@H]2O[C@H](CNC(=O)[C@@H](N)CSCc3ccccc3)[C@@H](O)[C@H]2O)c(=O)n1
    25	-25
> CC(C)CC1C(=O)N(Cc2cn(CCC3OCCCO3)nn2)CCS(=O)(=O)N1Cc1ccc(-c2ccc(Cl)cc2)cc1 (stereo not drawn)
    -4	-11
> CC(C)c1ccc(NC2CCCN(C(=O)CN3CCCCC3=O)C2)cc1 (stereo not drawn)
    12	3
> C[C@H]1CN([C@@H](C)CO)C(=O)c2cc(Br)cnc2O[C@@H]1CN(C)S(C)(=O)=O
    17	-28
> COc1ccccc1-c1nnc(NC(=O)CCS(=O)(=O)c2ccc(F)cc2)o1
    15	6
> Cc1cccc(C(O)c2cnc(C)n2Cc2ccccc2)c1 (stereo not drawn)
    -12	-1
> CC1C(=O)N(Cc2cn(CCC3OCCO3)nn2)CCS(=O)(=O)N1Cc1ccc(-c2cccc(N(C)C)c2)cc1 (stereo not drawn)
    1	-7
> C[C@H](NC(=O)c1ncn2c1C(=O)N[C@@H](C)C2)c1ccccc1
    -9	0
> C[C@@H]1CN([C@H](C)CO)C(=O)CCCn2nncc2CO[C@H]1CN(C)C(=O)C1CCCCC1
    -5	-15
> C/C=C/c1ccc2c(c1)O[C@@H](CN(C)C(=O)c1ccc(F)cc1)[C@@H](C)CN([C@H](C)CO)S2(=O)=O
    2	3
> O=C(CNC(=O)N1CC(=O)Nc2ccccc21)Nc1ccc(Cl)cc1Cl
    -8	24
> CCOc1ccc(NC(=O)CN(C)C(=O)CCc2nc3ccccc3c(=O)[nH]2)cc1OCC
    7	13
> CCOC(=O)CC(S(=O)(=O)c1ccccc1)S(=O)(=O)c1ccccc1
    -11	4
> Cc1noc(C)c1S(=O)(=O)N(C)C[C@H]1OCc2cnnn2CCCC(=O)N([C@@H](C)CO)C[C@H]1C
    17	-29
> COc1ccc(Nc2nnc(SCC(=O)N(CC(C)C)C3CCS(=O)(=O)C3)s2)cc1 (stereo not drawn)
    -2	-11
> COc1cccc(CN(C)C[C@H]2OCc3cnnn3CCCC(=O)N([C@H](C)CO)C[C@@H]2C)c1
    -9	-1

Quoted from the listing:
C[C@H]1CN([C@@H](C)CO)C(=O)c2cc(Br)cnc2O[C@@H]1CN(C)S(C)(=O)=O | KCNH2 3.1 block = 17
Cc1cccc(C(O)c2cnc(C)n2Cc2ccccc2)c1 (stereo not drawn) | KCNH2 3.1 block = -12

Other results
Fields: KCNH2 3.1 block	KCNH2 WT inh
> C[C@@H]1CN([C@H](C)CO)C(=O)c2cc(Br)cnc2O[C@H]1CN(C)Cc1ccccc1
    -19	10
> CCCCn1c(N)c(N(CCC(C)C)C(=O)CSc2nc3ccccc3s2)c(=O)[nH]c1=O
    -22	-2
> CC(C)(C)C(=O)NCc1ccc(C(=O)CSc2nnc3n2CCCCC3)s1
    11	5
> COc1ccc(-c2ccc(CN3C(C)C(=O)N(Cc4cn(CCC5OCCO5)nn4)CCS3(=O)=O)cc2)cc1OC (stereo not drawn)
    17	-3
> Cc1cc(=O)n(Cc2ccco2)c(=S)[nH]1
    -4	-8
> Cc1ccc([C@H]2N[C@]3(CCCN(Cc4ccco4)C3=O)[C@H]3C(=O)N(C)C(=O)[C@@H]23)cc1
    7	3
> COc1ccc2nc(N3C(=O)C(O)=C(C(=O)c4ccco4)C3c3ccc(OC)c(OC)c3)sc2c1 (stereo not drawn)
    -14	-4
> O=C1[C@H]2[C@@H](c3ccccc3)N[C@]3(CCCN(Cc4ccc(C(F)(F)F)cc4)C3=O)[C@H]2C(=O)N1Cc1ccccc1
    -1	-8
> COc1cc(C2c3cc4c(cc3C3OC(=O)C2C3CO)OCO4)cc(OC)c1OC (stereo not drawn)
    -4	1
> Cc1noc(C)c1NC(=O)N(C)C[C@@H]1Oc2ncc(Br)cc2C(=O)N([C@@H](C)CO)C[C@H]1C
    -2	-6
> COc1ccccc1N1CCN(S(=O)(=O)CCNC(=O)COc2ccccc2)CC1
    11	9
> CCN(CC1CCCN(CCc2cccc(F)c2)C1)C(=O)c1ccoc1C (stereo not drawn)
    -32	33
> Cc1ccccc1NC(=O)CN1CCCC1
    9	9
> CCCN(C)C[C@H]1Oc2ncc(Br)cc2C(=O)N([C@@H](C)CO)C[C@@H]1C
    1	-4
> C[C@H]1NS(=O)(=O)c2cc(Cl)ccc2O[C@@H]1c1ccccc1
    -6	0
> COCCn1c(SCC(=O)N2CCCC2=O)nnc1-c1ccncc1
    5	4
> CN1OC[C@@H]2CN[C@H](c3ccc(-c4cccc(F)c4)cc3)C[C@@H]21
    -2	14
> O=C(O)c1cc2ccc(O)cc2oc1=O
    7	-6
> C#CCOc1ccc(CNC[C@H]2O[C@@H](n3ccc(N)nc3=O)[C@H](O)[C@@H]2O)cc1
    2	9
